High-throughput results from PubChem.
PostGolgi yeast: growth inhibition of a yeast mutant, post-Golgi transport screen; inhibition, % at 10 µM; post-Golgi transport phenotypic cell assay; actives 0.9% (n = 98,000);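 further: yeast cells grown in 1536-well plates; yeast grown about 18 h at 30C before absorbance read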
EphB4 antag: antagonists of human EphB4-ephrin-B2 interaction; P54760; EphB4 LBD / TNYL-RAW-Alexa532 peptide, fluorescence polarization; inhibition, % at 7 µM; actives 0.15% (n = 97,000); AID 720;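 active means inhibition above the screen-wide mean inhibition plus 3 SD, cut at about 15% in these data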;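 further: 0% = DMSO wells and 100% = excess unlabeled TNYL-RAW peptide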
Rev-RRE block: inhibitors of HIV-1 Rev-RRE RNA interaction; P05866; Rev peptide-RRE RNA binding, FRET; AID 704; actives 0.79% (n = 97,000); inhibition, % at 8 µM;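 active means inhibition above the screen-wide mean plus 3 SD, cut at about 35% in these data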;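 further: 0% = median DMSO wells and 100% = median Neomycin B control wells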
Target sequence (P05866 whole entry, looked up): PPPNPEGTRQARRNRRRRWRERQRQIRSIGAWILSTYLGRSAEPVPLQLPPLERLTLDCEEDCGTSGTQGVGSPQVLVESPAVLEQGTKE
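Test system: labelled RRE RNA duplex and labelled Rev peptide. Times: 5 min compound–RNA preincubation, then 15 min with peptide, 25 °C. Doses: single-dose 8 µM. Measured by: FRET, excitation 480 nm, emission 540 nm donor and 671 nm acceptor. Measure: % inhibition of FRET ratio versus controls.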
PTPN22 inh 2: inhibitors of human LYP (PTPN22) phosphatase; inhibition, % at 2 µM; recombinant LYP catalytic domain, DiFMUP fluorescence; actives 0.21% (n = 96,000);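 active means inhibition at 2 µM at or above a set limit, the screen mean plus 3 SD, cut at about 24% in these data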;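 further: 0% = DMSO with enzyme and 100% = enzyme fully blocked by orthovanadate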
Target sequence (Q9Y2R2 whole entry, looked up, the tested form may be a part): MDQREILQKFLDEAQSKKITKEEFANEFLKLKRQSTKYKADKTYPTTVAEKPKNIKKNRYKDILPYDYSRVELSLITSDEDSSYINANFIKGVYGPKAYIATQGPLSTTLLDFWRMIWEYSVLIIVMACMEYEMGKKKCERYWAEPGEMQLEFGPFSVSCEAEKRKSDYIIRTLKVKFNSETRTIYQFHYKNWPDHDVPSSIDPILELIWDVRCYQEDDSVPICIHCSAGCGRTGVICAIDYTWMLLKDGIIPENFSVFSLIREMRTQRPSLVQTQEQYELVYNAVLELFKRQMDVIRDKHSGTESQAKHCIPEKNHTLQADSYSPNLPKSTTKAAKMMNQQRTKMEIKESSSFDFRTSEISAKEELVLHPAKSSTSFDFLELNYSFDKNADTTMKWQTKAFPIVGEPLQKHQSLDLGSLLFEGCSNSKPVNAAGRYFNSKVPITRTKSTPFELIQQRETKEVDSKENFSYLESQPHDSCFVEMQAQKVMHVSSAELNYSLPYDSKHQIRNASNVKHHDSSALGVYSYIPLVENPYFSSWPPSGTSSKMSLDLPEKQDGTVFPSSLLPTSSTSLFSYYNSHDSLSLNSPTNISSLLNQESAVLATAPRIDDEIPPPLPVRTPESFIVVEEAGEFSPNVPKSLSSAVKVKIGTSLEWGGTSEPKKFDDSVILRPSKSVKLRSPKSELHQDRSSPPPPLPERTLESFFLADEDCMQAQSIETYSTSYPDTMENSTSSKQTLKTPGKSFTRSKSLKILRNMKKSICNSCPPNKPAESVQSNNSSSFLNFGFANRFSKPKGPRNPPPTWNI
S1P2 blocker: S1P2 (human) receptor antagonism. cell-based S1P2 antagonist assay, inhibition at 5 uM. AID 736. inhibition, % at 5 µM. O95136. actives 0.21% (n = 97,000); in the data active means inhibition above about 45%;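 further: CRE beta-lactamase reporter cells expressing human S1P2 stimulated with S1P; 0% = agonist at EC80 alone and 100% = agonist plus reference antagonist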
PostGolgi ctrl: inhibits growth of the yeast control strain. inhibition, % at 10 µM. efflux-deficient yeast background strain, growth absorbance A615, 16 h. AID 738. actives 5% (n = 98,000)
FAK inh: inhibitors of human focal adhesion kinase; Q05397; biochemical FAK kinase activity assay; inhibition, %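 (tested at 7 µM)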; actives 0.84% (n = 97,000); AID 727; in the data active means inhibition above about 19%;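 further: 0% = DMSO and 100% = reference compound high control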
LYP act: activators of human LYP (PTPN22) phosphatase; recombinant LYP, DiFMUP fluorescence; 0 = plate median, 100 = signal doubled; activation, % at 2 µM; Q9Y2R2; actives 0.11% (n = 96,000); AID 697;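 active means activation at 2 µM above a set limit, the mean plus 5 SD, cut at about 37% in these data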
S1P2 agonist: S1P2 (human) receptor agonism. S1P2-expressing cell line, agonist reporter read-out. activation, % at 4.5 µM. AID 729. O95136. actives 0.46% (n = 97,000); in the data active means activation above about 16%;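 further: 0% = vehicle low control and 100% = maximal reference agonist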
* = called active by the depositor; / = no result given. Unless noted, no stated cut-off is given here; in the data, active means inhibition above about 30%; inactive means the rest.

SMILES	PostGolgi yeast	EphB4 antag	Rev-RRE block	PTPN22 inh 2	S1P2 blocker	PostGolgi ctrl	FAK inh	LYP act	S1P2 agonist
O=C(Nc1nc(-c2ccc(S(=O)(=O)N3CCCC3)cc2)cs1)c1ccco1	-5	7	2	-6	7	10	3	1	-13
O=C(Cc1cccs1)Nc1nc(-c2ccc(F)cc2F)cs1	-8	0	18	-4	1	-7	3	4	-3
CN1C(=O)NC(c2ccc(O)cc2)C(C(=O)c2cccs2)C1(O)C(F)(F)F (stereo not drawn)	-2	-2	2	-21	6	7	-9	18	-4
COc1ccc(C(=O)c2c[nH]c3ccccc23)cc1	11	0	4	7	-16	8	1	-4	0
CN(C)CCCNC(=O)c1ccc2[nH]c3ccccc3c2c1	1	9	11	-4	20	4	4	1	-2
Cc1ccc(OCCn2cc(C#N)c3ccccc32)cc1	/	-1	24	-3	-22	/	1	4	2
CCN1CCN(C(=O)CN(c2ccc(C)cc2)S(C)(=O)=O)CC1	-1	-3	2	0	-20	5	0	1	3
CN(c1ccccc1)S(=O)(=O)c1ccc(NC(=S)NC(=O)c2ccccc2)cc1	1	2	-4	15	-4	-2	-1	-17	-5
CSc1nc2ccccc2cc1/C=C(\C#N)c1cccc(C)c1	0	-4	11	5	-15	10	1	-2	2
Cc1nc([N+](=O)[O-])c(Br)n1CC(=O)c1ccccc1	3	-2	11	3	-8	11	-1	-2	-3
Cc1ccc(CNC(=O)c2ccc(C#CC(C)(C)O)s2)cc1	7	6	10	1	-4	8	0	-1	-7
O=C(NC1CCCc2ccccc21)C1CCN(S(=O)(=O)N2CCCCCC2)CC1 (stereo not drawn)	-3	1	9	3	14	16	8	-6	-4
CC1=CC(C)(C)N(C(=O)CSc2ncn[nH]2)c2ccc(C)cc21	16	-4	-1	1	-8	9	-1	0	0
Cc1cc(C)cc(NC(=O)C2CCN(c3nccs3)CC2)c1	-1	4	3	-4	15	1	-7	2	-13
CCc1cc(=O)oc2cc(C)c(CN3CCCC3)c(O)c12	14	-6	15	9	10	0	29*	-11	-6
Cc1cc2c3c(c1)C1(C(=O)N3C(C)(C)CC2C)C(C#N)=C(N)Oc2cc(O)ccc21 (stereo not drawn)	0	-3	5	-8	-4	17	0	9	-4
O=C(NCCC1=CCCCC1)c1ccc(Cl)c(S(=O)(=O)N2CCOCC2)c1	-5	-2	4	8	5	9	-1	-7	-2
O=C(NC1CC2CCCC(C1)N2Cc1cccs1)N1CCOCC1 (stereo not drawn)	-5	-2	6	14	-3	-6	2	-14	-8
CCOc1ccccc1NC(=O)C12CC3CC(C1)CC(c1ccc(C)cc1)(C3)C2	0	-12	10	9	-16	18	3	-10	1
CCOc1ccc(NC(N)=O)cc1OCC	0	0	12	-2	-11	-4	2	-2	-3
CCOC(=O)CNC(=O)c1sc(NC(=O)c2ccccc2F)nc1C	0	5	5	-3	-6	8	-6	0	-11
CN1CCc2c(sc3c2c(=O)n(-c2ccccc2)c2nnc(SCc4ccc(Cl)cc4)n32)C1	-5	9	9	2	18	3	12	-3	-3
COc1ccc(OCC(=O)NNc2c3ccccc3nc3ccccc23)cc1	25	-1	10	-6	-25	20	-6	9	-2
CCCOc1ccc(N2C(=O)CC(N(CCc3ccc(S(N)(=O)=O)cc3)C(C)=O)C2=O)cc1 (stereo not drawn)	-10	4	4	5	12	20	7	-5	-5
Cc1ccsc1C(=O)OCC(=O)N1CC(=O)Nc2ccccc21	2	4	3	9	-2	-7	1	-6	-4
CCn1c(C)[n+](CC(O)COCC2CC=CCC2)c2ccccc21 (stereo not drawn)	-4	6	4	-12	0	3	0	12	-6
O=C1c2ccccc2C(=O)c2c1cccc2N1CCOCC1	3	2	1	8	-22	16	5	-5	22*
O=C(Nc1ccc(NC(=O)c2sc3ccccc3c2Cl)cc1Cl)c1ccco1	1	-1	4	4	25	0	3	0	-3
CCCNC(=S)N1CCC(NC(=O)C2CCCCC2)CC1	3	1	-4	-5	13	12	-4	7	-3
Cc1ccc(OCC(=O)N/N=C/c2ccco2)cc1	14	4	5	-4	6	-5	0	4	-4
COc1ccc(CN2CCCC2C(=O)Nc2ccc(OC)c(OC)c2)cc1OC (stereo not drawn)	3	-4	2	-1	-1	-2	-3	-2	-5
O=C(CN1C(=O)c2ccccc2C1=O)N1CCCCC1	3	-5	8	2	-9	3	-2	-1	-3
O=C(N1CCOCC1)N1CCN(C(=O)N2CCOCC2)CC1	/	-2	5	5	-1	/	-1	-5	-4
Cc1cc(N2C(=O)C3C4C=CC(C4)C3C2=O)ccc1Br (stereo not drawn)	1	-5	8	7	-3	5	6	-4	-8
COc1ccc(CCNC(=O)c2c(C)cc(=O)oc2C)cc1OC	-3	-1	-3	-9	-8	0	-3	14	-5
O=C(NCc1ccco1)C(c1cccnc1)N(C(=O)Cn1nnc2ccccc21)c1ccc(F)cc1 (stereo not drawn)	-6	-10	1	-6	0	1	-3	5	-6
COCCN1Cc2cccc(C(=O)NCc3cccnc3)c2C1=O	-15	-6	1	9	-2	1	0	-10	-4
NS(=O)(=O)c1ccc(CCNc2ncnc3c2c(-c2ccccc2)cn3-c2ccc(F)cc2)cc1	10	3	1	-9	11	61*	3	14	-3
CCc1nc(N2CCC3(CC2)OCCO3)c2nnn(Cc3ccccc3Cl)c2n1	-6	0	9	16	17	12	5	-14	-3
Cc1nnc(SCC(=O)Nc2ccccc2N2CCOCC2)s1	11	2	-2	10	4	15	-6	-6	-7

Single records, as listed above. Screens in order: PostGolgi yeast | EphB4 antag | Rev-RRE block | PTPN22 inh 2 | S1P2 blocker | PostGolgi ctrl | FAK inh | LYP act | S1P2 agonist
COc1ccc(CN2CCCC2C(=O)Nc2ccc(OC)c(OC)c2)cc1OC (stereo not drawn) in the list: 3 | -4 | 2 | -1 | -1 | -2 | -3 | -2 | -5
O=C(CN1C(=O)c2ccccc2C1=O)N1CCCCC1 in the list: 3 | -5 | 8 | 2 | -9 | 3 | -2 | -1 | -3
COc1ccc(CCNC(=O)c2c(C)cc(=O)oc2C)cc1OC in the list: -3 | -1 | -3 | -9 | -8 | 0 | -3 | 14 | -5
NS(=O)(=O)c1ccc(CCNc2ncnc3c2c(-c2ccccc2)cn3-c2ccc(F)cc2)cc1 in the list: 10 | 3 | 1 | -9 | 11 | 61* | 3 | 14 | -3
COCCN1Cc2cccc(C(=O)NCc3cccnc3)c2C1=O in the list: -15 | -6 | 1 | 9 | -2 | 1 | 0 | -10 | -4

Continuation.
SMILES	PostGolgi yeast	EphB4 antag	Rev-RRE block	PTPN22 inh 2	S1P2 blocker	PostGolgi ctrl	FAK inh	LYP act	S1P2 agonist
CC(C)CCn1nc(C(=O)OC(C)C(=O)NC(N)=O)c2ccccc2c1=O (stereo not drawn)	2	1	11	7	5	3	2	-4	-2
CCOC(=O)C1=C(C)NC(=O)C(C(N)=O)C1c1ccccc1 (stereo not drawn)	2	0	6	7	14	33*	4	-8	-7
COC(=O)c1c(C)[nH]c(C(=O)CN2CCOCC2)c1C	-10	-1	3	-4	3	1	-1	4	-7
Cc1ccc(NC(=O)CSCC(=O)Nc2ncc3c(n2)CC(c2ccco2)CC3=O)cc1 (stereo not drawn)	-5	0	7	4	5	4	2	-2	-6
CCn1c(SCC(=O)c2ccc(Cl)cc2)nnc1-c1cccs1	4	-7	4	-5	17	18	0	6	-2
Cc1ccc(OCC(=O)Nc2ccc3c(c2)nc(CCN2CCOCC2)n3C)cc1	-1	4	5	6	13	8	-1	-6	-4
CC1(C)CC(=O)C(C=NCC2CCN(C(=O)Nc3ccc(Cl)c(Cl)c3)CC2)=C(O)C1	11	1	8	-4	8	38*	-1	8	-7
c1nc(N2CCOCC2)c2[nH]cnc2n1	/	0	10	2	19	/	7	-4	-5
CCOC(=O)c1ccc2nc(NC(NC(C)=O)(C(=O)OC)C(F)(F)F)sc2c1 (stereo not drawn)	0	10	10	7	5	14	6	-9	-3
COc1cc2c(cc1OC)C(C(=O)Nc1ccccn1)C(c1cccnc1)N(C)C2=O (stereo not drawn)	0	4	10	5	11	4	1	-6	-3
Cc1noc(C)c1C(=O)OCC(=O)c1ccc[nH]1	2	5	5	-3	9	9	-1	2	-5
O=c1[nH]c(CN2CCN(c3ccccc3O)CC2)nc2ccccc12	-6	-3	-2	-4	-8	5	-5	10	-6
O=C(O)c1ccc(-c2ccccc2C(F)(F)F)o1	26	0	6	-10	12	8	3	7	-7
S=C(NCCSCc1ccccc1Cl)Nc1ccccc1	-3	0	4	2	18	20	0	2	-5
CCN1CCN(S(=O)(=O)c2ccc(Br)s2)CC1	5	2	4	5	2	12	0	-6	-2
CC(NC(=O)c1noc2c1CCCCC2)c1ccccc1 (stereo not drawn)	9	-2	-2	1	12	-4	5	-2	-3
O=[N+]([O-])c1ccc(NCCCNS(=O)(=O)c2ccc(Cl)cc2)c(Cl)c1	36*	-3	22	2	10	72*	10	1	-6
CC1(C(=O)NC2CCCCC2)CCC(=O)N1Cc1cccnc1 (stereo not drawn)	-8	-8	4	6	-1	5	0	-8	1
CCCCOCCCNC(=O)c1ccc2c(c1)OCO2	2	-3	0	5	-1	20	-4	-7	-2
COc1ccccc1C(=O)Nc1ccc(N2CCCCC2)cc1	3	0	-2	-2	2	14	4	1	-9
O=S(=O)(Nc1cccc(CCc2ccccn2)c1)c1ccc2ccccc2c1	6	2	14	2	10	32*	5	4	0

Sorted by heavy-atom count (lowest first): part of the list above.
SMILES	PostGolgi yeast	EphB4 antag	Rev-RRE block	PTPN22 inh 2	S1P2 blocker	PostGolgi ctrl	FAK inh	LYP act	S1P2 agonist
Cc1noc(C)c1C(=O)OCC(=O)c1ccc[nH]1	2	5	5	-3	9	9	-1	2	-5
Cc1ccc(OCC(=O)N/N=C/c2ccco2)cc1	14	4	5	-4	6	-5	0	4	-4
O=C1c2ccccc2C(=O)c2c1cccc2N1CCOCC1	3	2	1	8	-22	16	5	-5	22*
CCn1c(C)[n+](CC(O)COCC2CC=CCC2)c2ccccc21 (stereo not drawn)	-4	6	4	-12	0	3	0	12	-6
Cc1cc2c3c(c1)C1(C(=O)N3C(C)(C)CC2C)C(C#N)=C(N)Oc2cc(O)ccc21 (stereo not drawn)	0	-3	5	-8	-4	17	0	9	-4
CN1CCc2c(sc3c2c(=O)n(-c2ccccc2)c2nnc(SCc4ccc(Cl)cc4)n32)C1	-5	9	9	2	18	3	12	-3	-3
